# Source: PubChem (several laboratories)
# SV40 large T antigen: TAg ATPase/helicase activity blockers – biochemical (AID 1903); SV40 large T antigen ATPase/helicase inhibition assay; higher % means a stronger effect; inhibition, % at 20 µM, or IC50 in µM where a hit was titrated; 310,000 compounds, 0.39% hits; in the data active = a potency from the dose series; inconclusive = inhibition mostly from about 32% at the one dose, without a potency; inactive = the rest, 99 in 100 with inhibition below about 32%; note: strong numbers were not always called active
# T cell modulator: modulates CD8 T cell binding to vesicles | 2C CD8+ T cell-vesicle binding, flow cytometry; stronger effect = lower value | calls only at 7 µM | 330,000 compounds, 0.068% hits;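 active = response, share of CD8 T cells binding vesicles, and their 90th percentile fluorescence all below set limits, cut at about 80% in these data, passing the limit was not always enough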
#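 Material: 2C TCR transgenic mouse naive CD8+ T cells, MACS-purified. Also added: QL9-charged Drosophila Ld/ICAM-1/B7-1 vesicles. Timing: binding 1.5 h at 37 °C. Measured by: high-throughput flow cytometry with anti-B7-1 and anti-CD8 staining. Read-out: percent CD8+ FL2 mean versus row control. Controls: Unloaded micro-vesicles (low), QL9 vesicles with 0.7% DMSO (high).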
# NTR1 ag: agonists of NTR1, primary screen, imaging, U2OS cells, beta-arrestin-GFP, high content (AID 493036); P30989; 330,000 compounds, 0.17% hits; NTR1-U2OS beta-arrestin-GFP spot imaging, agonist mode; activation, % at 20 µM;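 active = activation at or above 40% of the spot to cytoplasm intensity ratio, with at least 20 cells analyzed; inconclusive = wells under 20 cells, flagged as cytotoxic or low count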;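 note: 0% = DMSO without peptide and 100% = 100 nM NTR1 peptide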
# Target sequence (P30989 whole entry, looked up): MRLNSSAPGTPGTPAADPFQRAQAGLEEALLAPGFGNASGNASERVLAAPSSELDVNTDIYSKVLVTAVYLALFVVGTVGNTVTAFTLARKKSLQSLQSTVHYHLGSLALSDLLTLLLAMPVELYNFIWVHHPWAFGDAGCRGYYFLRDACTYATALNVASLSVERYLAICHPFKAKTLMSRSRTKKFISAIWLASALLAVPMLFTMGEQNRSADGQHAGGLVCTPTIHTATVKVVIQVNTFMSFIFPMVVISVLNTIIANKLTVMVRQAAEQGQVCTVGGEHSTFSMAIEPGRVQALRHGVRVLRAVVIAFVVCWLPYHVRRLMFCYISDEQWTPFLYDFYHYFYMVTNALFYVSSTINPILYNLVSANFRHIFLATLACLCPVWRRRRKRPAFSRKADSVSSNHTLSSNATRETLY
# UTI89 phage lysis: protection from phage-mediated lysis, alamar blue read-out – E. coli UTI89, K1F phage, bacterial capsule biogenesis inhibitors (AID 488966) | one-dose inhibition, % at 100 µM; IC50 in µM for titrated hits | 340,000 compounds, 0.02% hits | E. coli UTI89 K1F phage lysis, alamar blue, 2 h; higher % means a stronger effect;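 active = phage lysis inhibition, versus mean bacterial control, above a set limit; inconclusive = no clear call, values can overlap the other calls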;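 note: capsule biogenesis inhibitors block K1F phage lysis so surviving cells raise fluorescence; higher fluorescence means more inhibition of phage lysis; actives were called in the ten point dose series up to 300 µM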
# MgcRacGAP inhibition: MgcRacGAP GTPase-activating activity inhibitors, confirmation, biochemical, ADP Hunter fluorescence; MgcRacGAP-stimulated Rac1 GTP hydrolysis, ADP Hunter fluorescence; higher % means a stronger effect; GST-tagged Rac1 F28L mutant substrate; one-dose inhibition, % at 30 µM; IC50 in µM for titrated hits; 340,000 compounds, 0.6% hits; AID 624330;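 active = first-screen hits whose inhibition reached a set limit at any dose in the follow-up dose series; inconclusive = inhibition above the set first-screen limit but never retested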;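 note: fluorescence reports GDP produced by GAP-driven GTP hydrolysis; strong numbers were not always called active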
# PhoP inhibition: inhibitors of PhoP regulon expression, primary screen, Salmonella Typhimurium, GFP reporter (AID 1863). S. Typhimurium PhoP-regulated promoter GFP reporter, 4 h; higher % means a stronger effect. inhibition, % at 50 µM; hits with a dose series show IC50 in µM. 300,000 compounds, 0.16% hits;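 active = inhibition over 29.93%, a cutoff 3 SD above the screen mean, later confirmed by dose response; inconclusive = inhibition over 29.93% but no dose response follow-up; inactive = inhibition at most 29.93% or unconfirmed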;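 note: 0% = low Mg2+ inducing control and 100% = high Mg2+ repressing control; strong numbers were not always called active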
# RSV CPE inhibition: RSV antiviral activity via CPE protection, HEp-2 cells, primary 10 µM value included (AID 2391). HEp-2 cells, RSV-induced CPE inhibition; higher % means a stronger effect. 310,000 compounds, 0.13% hits. one-dose CPE inhibition, % at 10 µM; IC50 in µM for titrated hits; in the data active = a potency from the dose series; inconclusive = CPE inhibition mostly from about 23% at the one dose, without a potency; inactive = the rest, 99 in 100 with CPE inhibition below about 21%; note: strong numbers were not always called active
# Myeloid diff 2: myeloid differentiation induction. ER-HoxA9 myeloid progenitors, lysozyme-GFP differentiation, flow cytometry. calls only at 10 µM. 360,000 compounds, 1% hits. AID 624256;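 active = normalized GFP-positive differentiation at or above the plate's own cutoff, the solvent-only control mean plus 3 SD; inconclusive = no clear call, values can overlap the other calls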;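 note: cells exposed to compound for four days before flow analysis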
# TNAP activation fold: human TNAP enzyme activators, primary screen, biochemical, luminescent, no phosphate acceptor, uHTS (AID 1001); 200,000 compounds, 0.03% hits; purified TNAP, luminescent activation assay, no phosphate acceptor; higher activation fold means a stronger effect; one-dose activation fold at 20 µM; EC50 in µM for titrated hits; in the data active = activation fold from about 3, or a potency from the dose series; inactive = the rest, 99 in 100 with activation fold below about 1.6; note: many of its hits are not listed in these tables
# T cell modulator vesicle-bound %: also measured in T cell modulator; calls as there; double positive events, %; measured here: CD8+ vesicle-bound cell fraction;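 binding gate set so that unloaded-vesicle control wells show 10% double positive cells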
# NTR1 ag cell count 20 µM: further read-out of NTR1 ag, marked with its call; cell count; measured here: cell count, cytotoxicity flag
# Myeloid diff 2 GFP+ MAC1+ %: second read-out of Myeloid diff 2, no call of its own (marks repeat the call); GFP+ MAC1+ double positive, %; measured here: differentiation confirmed by MAC1 staining
# The depositor's hits bear a star; i = inactive; u = inconclusive; x = not tested or not shown; + = active, no number; [ ] = remark or other dose.
mol,T cell modulator,SV40 large T antigen,PhoP inhibition,UTI89 phage lysis,T cell modulator vesicle-bound %,NTR1 ag cell count 20 µM,MgcRacGAP inhibition,Myeloid diff 2,Myeloid diff 2 GFP+ MAC1+ %,RSV CPE inhibition,NTR1 ag,TNAP activation fold
O=C(Nc1ccc(N2CCOCC2)c(Cl)c1)c1cccnc1,i,8.9%,-2.2%,0.1%,33.2,68,8.6%,i,0.7,4.3%,-0.5,1
Cc1ccc(NC(=S)NNC(=S)NC2CCCCC2)cc1,i,26.9%,0.3%,-0.3%,54.1,65,22.7%,i,0.0,0.8%,3.3,1.1
Cc1ccc(C)c(C(=O)O/N=C(\N)c2ccc(Br)cc2)c1,i,5.2%,-4.0%,0.4%,36.3,85,-0.7%,i,0.4,2.0%,-2.3,1.2
N#Cc1c(N)c(C(=O)c2ccc(Cl)cc2)n2c1CCC2,i,15.1%,-11.9%,0.4%,58.1,52,6.5%,i,0.3,0.0%,-0.5,1.1
Cc1occc1C(=O)NNC(=O)C1CCCCC1,i,-1.6%,-0.6%,0.9%,44.3,66,9.2%,i,0.5,1.3%,3.3,1.1
CCc1ccc(-c2nnn(Cc3nn[nH]n3)n2)cc1,i,2.2%,-6.0%,0.8%,31.1,94,0.2%,i,2.3,-0.2%,16.2,0.9
O=C(N/N=C/c1ccc(OCc2ccccc2)cc1)c1ccncc1,i,14.7%,8.6%,-0.2%,51.2,78,4.7%,i,0.3,0.1%,-1.2,1
COc1ccc(S(=O)(=O)Nc2cc(S(=O)(=O)c3ccccc3)c(O)cc2C)cc1,i,0.5%,9.2%,0.2%,24.4,44,-5.8%,i,1.2,0.8%,-0.9,x
CCOc1ccc(/C=C/C(=O)Oc2ccc(OC)cc2)cc1,i,6.2%,2.9%,0.1%,53.3,53,11.4%,i,0.8,2.2%,-0.5,x
CCOc1cc(/C=C2\NC(=O)NC2=O)cc([N+](=O)[O-])c1O,i,26.0%,-6.4%,0.4%[50 µM],6.9,66,1.8%,i,1.1,0.0%,0.0,x
Cc1nn(CCC(=O)NNC(=S)Nc2ccc(F)cc2)c(C)c1Br,i,35.2%,-0.7%,9.2%,19.8,41,4.7%,i,0.5,2.1%,-0.8,1.1
CS(=O)(=O)N(CC(=O)N1CCN(c2ccccc2)CC1)c1ccc(Cl)c(C(F)(F)F)c1,i,0.6%,1.6%,0.7%,40.1,71,6.4%,i,1.4,4.3%,4.0,1
C=CCn1c(-c2ccc(OC)c(OC)c2)n[nH]c1=S,i,19.9%,2.2%,1.2%,49.6,100,10.9%,i,0.7,6.9%,-0.9,1
O=C(O)c1ccc(-n2cccn2)nc1,i,7.5%,-6.7%,0.2%,36.5,83,7.3%,i,0.2,-0.3%,-0.5,1.1
CC(NC(=O)C1=CC=CN2CCS(=O)(=O)N=C12)c1ccc(Cl)c(Cl)c1 (centres undefined),i,x,x,2.1%,58.0,63,-8.2%,i,0.6,x,-1.0,x
COC(=O)[C@]1(CC(C)C)N[C@H](c2ccc(-c3ccc(C(C)=O)cc3)cc2)[C@@H]2C(=O)N(C)C(=O)[C@@H]21,i,x,x,-1.0%,17.5,55,7.5%,i,1.4,x,1.5,x
COc1ccc(CCN(C)CCc2ccc(OC)c(OC)c2)cc1OC,i,5.0%,-8.3%,1.6%,33.3,75,7.9%,+,13.5*,-2.1%,-1.4,x
CCOC(=O)CSc1nc(C2CC2)nc2ccccc12,i,4.4%,2.7%,0.2%,30.5,46,6.6%,i,8.6,0.1%,3.2,1
N#Cc1ccc(C23CC4(C2)[C@H](CN(Cc2cccnc2)[C@@H]4c2ccccc2)C3c2ccccc2)cc1 (some centres undefined),i,8.1%,-1.3%,1.4%,33.6,97,-1.4%,i,1.8,8.6%,1.2,x
CCNC(=S)Nc1ccc(OCc2nc3ccccc3s2)cc1,i,7.4%,-0.4%,-0.1%,68.1,69,8.2%,i,0.5,-0.3%,-1.0,x
CC(=O)OC(C(=O)N1CCN(c2ccc(F)cc2)CC1)c1ccccc1 (centres undefined),i,6.5%,-5.6%,-0.3%,35.3,49,6.3%,i,0.1,2.4%,4.2,1
CSc1nnc(NC(=O)c2cc(=O)c3cc(C)cc(C)c3o2)s1,i,9.9%,-9.5%,-1.0%,24.9,46,9.4%,i,0.3,x,-1.2,x
COc1cc(-c2c(C#N)c(N)nc3c2c(C)nn3-c2ccc(C)c(C)c2)cc(OC)c1OC,i,17.3%,-18.9%,0.6%,28.7,35,7.3%,i,1.7,31.8µM*,1.5,1.1
Nc1ccc2nc(CN3CCOCC3)[nH]c2c1,i,u,-5.3%,0.2%,17.0,39,8.9%,i,0.9,1.4%,-1.6,1
COc1ccc2c(c1)CC(C)C/C2=N\NC(=O)c1ccco1 (centres undefined),i,9.6%,1.3%,-0.4%,24.9,60,3.9%,i,0.2,3.4%,0.8,1.1
COc1ccccc1C1C2=C(CC(C)(C)CC2=O)Nc2nnnn21 (centres undefined),i,23.6%,-6.6%,1.0%,44.0,32,2.9%,i,0.2,0.9%,0.0,1
COc1ccc(OCc2nnc(SCC(=O)NNC(=O)c3ccc(C)cc3)n2C)cc1,i,5.6%,-9.9%,0.9%,28.8,54,7.1%,i,0.7,1.3%,1.4,2.1
C=CC[n+]1c(-c2ccc(OC)cc2)csc1NNC(=O)Nc1ccccc1,i,10.5%,-15.4%,-0.6%,10.3,62,10.7%,i,0.5,0.9%,1.6,1.1
COc1ccc(OC)c(-c2csc(NC(=O)CSc3ccc(Br)cc3)n2)c1,i,8.4%,-0.5%,4.7%,42.1,47,5.1%,i,0.1,16.3%,11.3,1.2
COc1cc(NC(=O)c2ccc(Cl)cc2)c(OC)cc1NC(=O)CN1CCOCC1,i,13.1%,10.9%,0.3%,49.6,54,10.3%,i,0.4,-0.8%,1.1,1
CCOC(=O)C1=C(Cn2cnc3ccccc32)NC(=O)NC1c1cc(C)ccc1C (centres undefined),i,11.2%,-2.8%,0.3%,42.9,37,-0.1%,x,x,0.7%,1.2,1
CNc1nc(C)nc(-c2ccccc2O)n1,i,4.3%,4.4%,-0.6%,44.2,105,7.5%,i,0.9,6.7%,-0.3,1.1
COc1ccc(CN(Cc2ccccn2)S(=O)(=O)c2ccc(-n3cnnn3)c(OC)c2)cc1,i,4.9%,-12.6%,0.3%,35.8,41,-1.4%,i,8.0,0.6%,0.1,1.1
CCC(C(=O)Nc1ccc(C(=O)Nc2ccccc2C(=O)O)cc1)c1ccccc1 (centres undefined),i,27.1%,-6.6%,-0.1%,21.7,64,8.4%,i,4.2,u,1.3,x
CCN(CC)c1ccc(NC(=O)CCCCC(=O)Nc2ccc(N(CC)CC)cc2)cc1,i,18.6%,x,-0.4%,28.1,69,13.8%,i,0.4,0.3%,0.4,x
CC1CCC(NC(=O)c2cc3c(s2)CS(=O)(=O)C3)CC1 (centres undefined),x,10.2%,-0.7%,2.6%,x,x,5.1%,i,1.6,x,x,1.1
O=C(Nc1ccc2c(c1)CCC2)c1cnn2c1NC(c1ccco1)CC2C(F)(F)F (centres undefined),i,7.0%,-12.4%,0.2%,5.8,53,0.0%,i,0.1,1.2%,-1.1,0.9
O=C(CSc1ncnc2c1oc1ccccc12)Nc1cccc(Cl)c1,i,8.5%,-2.6%,0.3%,36.3,91,6.6%,i,0.8,2.5%,11.7,1.1
Cn1cc(-c2ccccc2C(=O)O)c(=O)c2ccccc21,i,4.0%,-2.1%,0.0%,65.0,80,5.1%,i,0.5,1.7%,-0.2,x
CCN(CC)c1nc(N)nc(N(c2ccccc2)c2ccccc2)n1,i,3.0%,2.8%,-1.0%,32.8,60,13.4%,i,2.2,0.9%,17.5,1.1
Cc1ccc(N2CCN(C(=O)NC3CCCCC3)CC2C)cc1 (centres undefined),i,15.2%,-9.2%,0.0%,52.5,43,1.6%,i,0.3,3.7%,-1.6,x
Cn1nccc1C(=O)NC(=S)Nc1cc(Cl)cc(Cl)c1,i,1.9%,-2.4%,0.0%,43.8,45,5.4%,i,3.2,0.0%,1.9,x
COc1cc(C(=O)NCC(=O)N/N=C\C(C)=C/c2ccccc2)cc(OC)c1OC,i,5.8%,4.1%,-0.6%,21.3,59,9.8%,i,1.0,3.0%,0.7,x
CC(=O)Nc1ccc(-c2nc3ccc(NC(C)=O)cc3o2)cc1,i,3.4%,-2.5%,-0.1%,39.9,98,6.0%,i,0.3,2.6%,-1.5,x
CCCc1cc(=O)[nH]c(SCC(=O)Nc2cccc(S(=O)(=O)N3CCCCC3)c2)n1,i,x,x,-0.4%,46.1,49,-4.8%,i,0.7,1.7%,7.4,x
CN(C)S(=O)(=O)c1ccc(N2CCCC2)c(C(=O)NCc2cccc(C(F)(F)F)c2)c1,i,4.5%,-9.3%,1.6%,47.9,87,4.4%,i,0.4,-0.5%,-1.2,1
O=C(C1CCCCC1)N1CCN(c2nc(-c3ccc(F)cc3)cs2)CC1,i,9.7%,6.6%,0.3%,16.5,67,10.9%,i,0.6,19.2%,4.2,1.1
CCOc1ccccc1N(CC(=O)NC(C)(C)C)C(=O)CCC(=O)Nc1nccs1,i,16.3%,-1.3%,0.1%,48.6,58,-4.7%,i,0.8,0.2%,0.6,x
COc1ccc(CN2CCN(C(=O)c3ccc(-c4ccccc4)cc3)CC2)c(OC)c1OC,i,5.9%,-5.1%,1.1%,60.8,55,6.7%,i,0.3,-0.8%,4.8,1
CN(C)S(=O)(=O)c1ccc(Cl)c(NC(=O)COC(=O)CCC2CCCCC2)c1,i,x,x,-1.0%,53.2,49,-0.4%,i,1.3,x,10.4,x
N#Cc1c(N2CCCCC2)nc(N2CCCCC2)c2c1CCN(Cc1ccccc1)C2,i,4.1%,-10.1%,i,15.8,71,7.5%,i,0.6,0.9%,13.9,1.1
Cc1cc(C)n(-c2ccc(Cl)c(C(=O)O)n2)n1,i,7.6%,8.4%,-0.3%,5.7,74,-1.5%,i,0.8,2.9%,-0.3,1.1
O=C(CCCC(=O)N1CCN(c2ccccc2F)CC1)c1ccccc1,i,x,x,2.2%,8.0,56,2.7%,i,2.2,-0.2%,-2.4,x
